RTF Ca sens act – increases calcium sensitivity of human cardiac regulated thin filaments; P19429+P45379; IANBD-labeled TnC RTF fluorescence at EC20 calcium; 0% EC20 calcium, 100% full calcium; activation, % at 7.2 µM; 340,000 tested, 0.24% active; AID 493008;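 active = activation above the mean over all tested compounds plus 3 SD, cut at about 30% in these data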;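 note: rise in fluorescence read as greater calcium sensitivity of cardiac thin filaments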
NSD2 HMT inh – inhibitors of human histone methyltransferase NSD2; 310,000 tested, 0.54% active; O96028; inhibition, % at 12.5 µM; NSD2 peptide methylation, AlphaScreen, 120 min; in the data active = inhibition above about 50%
SUMO Mot1 rescue – blocks SUMOylation pathway, rescuing yeast Mot1-301 growth; growth rescue, % at 18.8 µM; S. cerevisiae Mot1-301 growth rescue, ATP luminescence, 38.5C; percent above DMSO median, 100 means doubled; 320,000 tested, 1% active; AID 2716;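 active = every valid replicate shows activation above 250% relative to neutral control wells; inactive = the rest, any valid replicate at or below 250%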;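 note: OY570 slx delta 5 strain wells were the positive control but not used for scaling; some compounds called inactive have numbers as strong as hits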
CDK5 p35 inh – blocks human CDK5/p35 kinase activity; Q00535+Q15078; inhibition, % at 10 µM; Recombinant CDK5/p35, ADP-Glo luminescence, 60 min; 330,000 tested, 0.01% active;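 active = highest replicate inhibition of at least 50% and at least 75% of replicates reaching 50%; inconclusive = only one of the two criteria met; inactive = both criteria failed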;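 note: plate controls were DMSO neutral control for no effect and GW8510 at 10 µM for full effect; many of its hits are not listed in these tables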
Target sequence (Q00535 whole entry, looked up): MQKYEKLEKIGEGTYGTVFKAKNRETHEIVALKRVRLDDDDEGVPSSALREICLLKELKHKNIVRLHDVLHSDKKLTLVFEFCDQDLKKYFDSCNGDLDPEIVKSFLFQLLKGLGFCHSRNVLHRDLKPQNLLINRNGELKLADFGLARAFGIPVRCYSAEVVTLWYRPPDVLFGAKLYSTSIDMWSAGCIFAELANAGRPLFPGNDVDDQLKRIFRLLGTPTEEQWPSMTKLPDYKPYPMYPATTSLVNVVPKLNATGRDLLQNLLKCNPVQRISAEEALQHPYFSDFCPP
Target sequence (Q15078 whole entry, looked up): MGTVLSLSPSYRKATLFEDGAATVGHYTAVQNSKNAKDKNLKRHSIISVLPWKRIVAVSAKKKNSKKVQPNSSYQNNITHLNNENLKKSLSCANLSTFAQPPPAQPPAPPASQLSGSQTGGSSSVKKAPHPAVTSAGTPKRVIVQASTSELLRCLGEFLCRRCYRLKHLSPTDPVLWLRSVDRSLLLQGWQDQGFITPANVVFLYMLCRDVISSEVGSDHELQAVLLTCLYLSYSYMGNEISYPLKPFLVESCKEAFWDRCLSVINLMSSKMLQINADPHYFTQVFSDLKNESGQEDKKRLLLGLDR
PfHsp90 yeast 2 – inhibits growth of yeast expressing Plasmodium falciparum Hsp90 | inhibition, % at 9.4 µM | AID 504621 | S. cerevisiae expressing PfHsp90, BacTiter-Glo ATP, 48 h; yeast lacking PDR1 and PDR3 efflux regulators | 310,000 tested, 0.32% active;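 active = every replicate shows inhibition above about 80%, whatever the replicate mean, limit read from the data; inconclusive = mean inhibition reaches the set limit but some replicate falls short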;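 note: 0% = DMSO neutral controls and 100% = 20 µM radicicol positive controls; yeast relying on Plasmodium falciparum Hsp90 in place of its own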
dFosB act – enhances mouse delta FosB homodimer DNA binding; P13346; purified delta FosB, TAMRA-CDK5 oligo fluorescence polarization; percent of positive-control signal above neutral wells; activation, % at 25 µM; 340,000 tested, 0.99% active; AID 493131;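 active = mean activation above about 17%, with every replicate also reaching it, limit read from the data, passing the limit was not always enough; inconclusive = only one of the two conditions met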;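 note: fluorescence polarization rise as delta FosB binds a TAMRA Cdk5 AP-1 oligo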
Target sequence (P13346 whole entry, looked up): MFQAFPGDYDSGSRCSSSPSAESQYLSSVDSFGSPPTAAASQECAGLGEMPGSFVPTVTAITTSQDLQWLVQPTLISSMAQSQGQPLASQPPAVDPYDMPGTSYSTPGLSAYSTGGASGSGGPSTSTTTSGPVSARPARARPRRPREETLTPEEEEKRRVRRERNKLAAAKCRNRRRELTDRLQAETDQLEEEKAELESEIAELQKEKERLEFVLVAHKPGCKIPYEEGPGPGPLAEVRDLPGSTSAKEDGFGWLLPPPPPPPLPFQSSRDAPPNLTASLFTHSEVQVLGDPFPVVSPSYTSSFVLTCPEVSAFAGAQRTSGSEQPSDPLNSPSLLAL
Keap1-Nrf2 PPI – inhibitors of human Keap1-Nrf2 protein-protein interaction | Keap1 Kelch-Nrf2 peptide fluorescence polarization, 1536-well | inhibition, % at 9.4 µM | 340,000 tested, 0.15% active; in the data active = inhibition above about 12%; inconclusive = no clear call, values can overlap the other calls; inactive = below about 7.3%;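 note: human Keap1 Kelch domain with fluorescein labeled Nrf2 9mer peptide probe; 0% = neutral control wells and 100% = peptide positive control; higher means more block of Keap1 binding to Nrf2 peptide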
Cardiac RTF inh – cardiac RTF calcium desensitization; P19429+P45379; IANBD-labeled cardiac RTF, Ca2+ fluorescence; inhibition, % at 7.15 µM; 340,000 tested, 0.12% active; AID 493244;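 active = inhibition above the mean inhibition of all tested compounds plus 3 SD, cut at about 17% in these data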;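 note: assay run at fixed EC70 calcium of 1.6 mM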
Rtt109 HAT inh – inhibitors of Candida albicans Rtt109/Vps75 histone acetyltransferase; Q5AAJ8; purified Rtt109/Vps75, ThioGlo CoA-SH fluorescence, 4 h; inhibition, % at 34.9 µM; 330,000 tested, 0.16% active; AID 540336;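 active = inhibition of at least 50% in every replicate; inconclusive = best replicate reaches 50% inhibition but some replicates fall short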
PvdQ acylase – P. aeruginosa PvdQ acylase inhibition | purified PvdQ acylase, fluorescence plate reader | inhibition, % at 10 µM | 340,000 tested, 0.063% active | AID 488965; in the data active = inhibition above about 30%, passing the limit was not always enough; inconclusive = no clear call, values can overlap the other calls;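 note: 0% = vehicle neutral wells and 100% = reference inhibitor wells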
LANA DNA inh – KSHV C-LANA DNA binding inhibition; MBP-C-LANA/FAM-LBS DNA binding, fluorescence polarization; inhibition, % at 9 µM; 340,000 tested, 0.078% active;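 active = highest replicate inhibition at or above 60% at 9 µM, even if other replicates fall short; inactive = all replicates below 60% inhibition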;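 note: 0% = neutral control wells and 100% = 4 µM acridine orange control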
An asterisk follows results filed as active; ? = inconclusive; . = no result given. This is a subset; count on the stated rates, not on these rows.

SMILES	RTF Ca sens act	NSD2 HMT inh	SUMO Mot1 rescue	CDK5 p35 inh	PfHsp90 yeast 2	dFosB act	Keap1-Nrf2 PPI	Cardiac RTF inh	Rtt109 HAT inh	PvdQ acylase	LANA DNA inh
CCNCCNc1ccc([N+](=O)[O-])c2cccnc12	.	100*	8	0.9	19	11	2	.	3	4	-3.2
Cc1ccc(S(=O)(=O)N(C)C)cc1NC(=O)C(C)[N+]12CCN(CC1)CC2 (stereo unspecified)	-2	-3	11	-0.4	1	-1	3	11	.	-4	-0.4
CCOc1ccc(N2C(=O)/C(=C/c3ccc(C)o3)C(=O)NC2=S)cc1	6	37	15	-4.2	1	-8	-9	-1	0	11	-2.8
CN(C)C(=O)Oc1ccc(OCc2cccc[n+]2C)cc1	6	-2	4	-4.8	-6	0	-6	-3	-2	-5	0.4
CN(Cc1ccccc1)C(=C(Cl)Cl)/C(=C1/NCCN1Cc1ccc(Cl)nc1)[N+](=O)[O-]	4	41	-5	-0.9	-4	-2	-3	-7	14	-14	0.6
COC(=O)C1=C(c2ccccc2OCc2ccccc2)C[C@@H]2CC[C@H]1N2C(=O)NCc1ccc(OC)c(OC)c1	-2	.	2	-1.9	9	-9	-2	7	1	-10	0.2
CN(C)[C@@H]1C(=O)C(C(N)=O)=C(O)[C@@]2(O)C(=O)C3=C(O)c4c(O)ccc(Cl)c4[C@@](C)(O)[C@H]3C[C@@H]12	13	.	-7	-2.2	-25	-4	-8	-1	-11	-2	1.3
COc1ccc(N2C(=O)/C(=C/c3ccc(C)o3)C(=O)NC2=S)cc1	7	37	.	-12	8	-16	2	-15	-16	1	9.3
C#C[C@]1(O)CC[C@H]2[C@@H]3CCC4=Cc5nc6nc7ccccc7n6cc5C[C@]4(C)[C@H]3CC[C@@]21C	38*	.	299	0.8	0	-8	-7	-37	7	8	4.0
COC(=O)C1=C(c2ccc(OC(F)(F)F)cc2)C[C@@H]2CC[C@H]1N2C(=O)NCC1CC1	-8	.	-2	1.9	.	1	4	-6	-15	5	1.7
O=P(N1CCCCC1)(N1CCCCC1)C(Cl)(Cl)Cl	6	0	-14	-0.7	.	0	-1	-1	.	-10	-0.4
Cc1cc(N2C(=O)C3CCCN3C2c2ccccc2)no1 (stereo unspecified)	1	0	1	-0.2	.	1	-1	-13	4	-9	0.6
CC1=C2C3OC(=O)C(C)C3CC[C@@]2(C)C=CC1=O (stereo partly specified)	-3	.	-7	-1.5	-6	3	-4	10	-2	-7	-0.3
CNC(C(=O)c1ccccc1)C(OC)c1ccccc1 (stereo unspecified)	9	-3	4	0.5	14	-10	-7	-8	-5	-9	-0.3
O=C(c1cc(S(=O)(=O)N2CCCCC2)ccc1F)N1CCC2(CC1)OCCO2	3	-2	4	-5.6	-11	-1	-5	-3	-3	-2	0.6
COC(=O)C12CCc3c(ccc4cc(OC)ccc34)C1=CC(=O)C2 (stereo unspecified)	2	-4	.	-5.0	6	-8	5	-5	-9	-11	2.1
O=C(Cc1ccc(Cl)c(Cl)c1)NCC1(N2CCOCC2)CCCCC1	9	-2	.	2.1	-10	-10	-6	3	3	5	-0.2
CSc1ccc(C(=O)C2CCCN(CCCn3cccn3)C2)cc1 (stereo unspecified)	-3	-1	-3	-0.5	1	-3	3	-1	.	-2	0.3
CCCCC(=O)N/N=C/c1c(O)n(CC)c(=S)[nH]c1=O	-2	0	-6	-1.0	7	-6	-6	-3	-9	-8	0.3
CN1C(=O)C(=Cc2ccc(N3CCCCCC3)o2)C(=O)N(C)C1=S	58*	4	34	0.0	15	-8	-10	-15	11	4	-2.1
CCOC(=O)c1c(/N=C/c2c(O)n(-c3ccccc3F)c(=S)[nH]c2=O)sc2c1CCCC2	14	-2	5	2.0	-27	23*	-19	-22	14	2	0.7
CC(=O)c1ccc2c(c1)C1C(Cl)C(Sc3ccccc3[N+](=O)[O-])CC1C(C(=O)O)N2 (stereo unspecified)	-18	5	-16	4.1	1	-15	-5	16	-1	-9	8.3
Cc1ccc2c(c1)[C@@H]1CN(C)CC[C@@H]1N2C(=O)Nc1cccc(C(F)(F)F)c1	5	2	1	-1.4	28	-15	-4	-4	-3	-11	-4.0
COc1cccc(CNCCc2ccccc2)c1OC	3	1	56	0.6	-3	4	2	-2	-6	-9	-0.9
COC(=O)C1C2c3ccccc3OC1(C)N=c1s/c(=C/c3cnn(C)c3C)c(=O)n12 (stereo unspecified)	1	2	215	-1.0	6	4	0	-14	15	-8	0.7
CC(=O)O[C@]1(C)C(=O)OC/C2=C/CN(C)CCC(OC(=O)[C@@](O)(C(C)O)C[C@H]1C)C2=O (stereo partly specified)	-4	-3	13	-1.3	-2	6	-3	-5	3	-6	0.3
CNC(C)Cc1ccccc1 (stereo unspecified)	-7	.	.	-0.8	.	6	0	-1	6	-5	-1.1
C[n+]1c(-c2ccccc2)c2cc(N)ccc2c2ccc(N)cc21	-1	.	116	5.1	-35	-221	7	-5	45	17	21
CC(C)(CN)CC(=O)O	-4	-3	57	-9.4	18	-8	-9	-15	-3	-14	0.1
O=C(COc1ccc(Cl)cc1)N1CCN(Cc2ccc([N+](=O)[O-])cc2)CC1	-3	0	11	-0.6	8	-2	0	-6	1	-10	2.0
O=[N+]([O-])c1cc([As](=O)(O)O)ccc1O	13	.	9	-5.2	17	-7	-8	-3	-8	-11	2.1
CCCCn1c(O)c(C=NCCCn2ccnc2)c(=O)[nH]c1=O	2	-1	-2	-0.2	2	-7	0	-2	4	-7	0.7
CC[C@H](C)/C=C(C)/C=C/C1=CC2=C(Cl)C(=O)[C@](C)(OC(C)=O)C(=O)C2=CO1	-35	.	.	4.1	105*	-2	-9	39*	9	28	23
O=C(O)c1ccc2c(c1)C1C(Cl)C(Sc3ccccc3[N+](=O)[O-])CC1C(c1cccc([N+](=O)[O-])c1)N2 (stereo unspecified)	-6	.	.	0.4	-22	-20	3	3	37	-3	21
CCCCn1c(O)c(C(CC)=NCc2cccnc2)c(=O)[nH]c1=O	4	0	-4	1.4	35	-12	-4	-11	8	-7	1.6
COc1c(C)cc(C(=O)C2CCCN(Cc3ccccn3)C2)cc1C (stereo unspecified)	-1	-1	-31	-0.5	13	-3	-3	-5	.	-8	0.8
FC(F)(F)c1ccc2c(c1)nnn2C1CCN(Cc2nnnn2Cc2ccccc2)CC1	17	.	13	-0.4	16	-5	-1	-4	-3	-17	-0.1
CCOC(=O)c1c(C)[nH]c(C)c1C(=O)C(Cc1ccccc1)N(C)C (stereo unspecified)	-3	-1	9	1.5	1	-6	3	-1	-9	-8	1.6
Cc1cc(OC(=O)N(C)C)nc2c1c(C)nn2C	.	10	0	-0.5	2	-3	-6	.	-2	-17	0.1
COP(=O)(OC)Oc1ccc(C(O)C(Cl)(Cl)Cl)cc1 (stereo unspecified)	5	-3	264	-0.6	-8	3	2	-7	-3	1	-1.2
CC[C@H](OC(C)=O)C(C[C@H](C)N(C)C)(c1ccccc1)c1ccccc1	-2	.	.	-0.8	.	-7	3	-2	0	-5	-0.6
CCCCn1c(O)c(C(CC)=NCCCN(C)C)c(=O)[nH]c1=O	-3	8	2	0.3	-7	-1	4	4	-12	4	0.4
COc1cc(CN2CCNCC2)cc(OC)c1OC	-6	-9	1	1.2	26	-3	-3	0	-5	-1	-0.3
CC(C)(C)[C@]1(O)C[C@@H]2OC(=O)C[C@@]23C(=O)O[C@@H]2OC(=O)[C@@H](O)C213 (stereo partly specified)	-2	.	-4	1.3	-7	-6	-2	-14	6	10	-0.1
CC(C(=O)c1c[nH]c2ccccc12)N1CCOCC1 (stereo unspecified)	4	-7	-6	1.3	4	-2	1	-8	-1	-9	-0.6
COC(=O)C1=C(c2cccc(C#N)c2)C[C@@H]2CC[C@H]1N2C(=O)N1CCc2cc(OC)c(OC)cc2C1	6	.	-3	2.1	1	5	-6	1	4	2	3.4
Cc1occc1C(=O)N1CCC2(CC1)OCCO2	0	-13	357	-1.4	-6	-9	1	-1	-6	-7	-1.0
CCC(C)N1C(=O)/C(=C/c2ccc3c(c2)CCN3CCCCl)C(=O)NC1=S (stereo unspecified)	3	12	-13	3.4	-9	-3	-6	6	15	-8	2.6
CCOc1ccc2c(c1)c(C(C)=O)c(C)n2Cc1ccco1	4	1	-17	-0.2	.	-2	-1	2	4	8	0.5
NCC(=O)c1ccccc1	0	.	.	-1.2	12	0	-1	-11	0	-13	-2.3
Going on with the list:
SMILES	RTF Ca sens act	NSD2 HMT inh	SUMO Mot1 rescue	CDK5 p35 inh	PfHsp90 yeast 2	dFosB act	Keap1-Nrf2 PPI	Cardiac RTF inh	Rtt109 HAT inh	PvdQ acylase	LANA DNA inh
Cc1ccc2c(c1)CNc1ccccc1O2	-1	1	-1	-0.4	-12	-6	-1	-12	5	-8	-1.6
N#CC(CCN1CCOCC1)(c1ccccc1)c1ccccc1	-7	-1	-4	0.5	9	-1	-5	-3	10	6	0.0
COC(=O)C1=C(c2ccc(OC(F)(F)F)cc2)C[C@@H]2CC[C@H]1N2C(=O)NCc1cc(C)oc1C(F)(F)F	-10	.	-12	0.3	5	-2	0	-2	9	7	-6.7
COc1c(C)cc(C(=O)C2CCCN(Cc3cccc(O)c3)C2)cc1C (stereo unspecified)	-8	3	12	-3.3	-1	-7	2	0	1	-3	-2.3
N/C(=N\N=C/c1ccc(-c2ccc(O)c(C(=O)O)c2)o1)N[N+](=O)[O-]	-20	121*	-9	-4.1	-27	-6	-5	11	20	-16	59
O=[N+]([O-])c1ccc(Cl)cc1	9	.	115	0.4	-25	5	-1	6	-11	-7	-0.3
CCN1CCN(C(=O)COc2ccc(S(=O)(=O)N3CCOCC3)cc2Cl)CC1	6	4	-11	0.6	-30	-3	-2	-4	-6	-2	-0.2
Cc1ccc(C(=O)Nc2ccc(-n3ccnc3P(=O)(O)c3ccccc3)cc2)cc1	1	-1	-2	0.2	.	8	0	2	2	-3	1.0
O=c1[nH]c(=O)n(-c2ccc(F)cc2)c(O)c1C=Nc1ccccc1N1CCCC1	1	2	-10	0.0	-6	6	?	-4	-14	-9	7.3
COc1cccc2c1N=C1CCCC3CN(C(C)=O)CCC123 (stereo unspecified)	1	-4	.	-3.1	-25	-4	-3	-5	-4	-20	1.6
CCOS(C)(=O)=O	3	.	89	-2.3	20	-2	-1	-4	6	-15	-2.0

High-throughput results deposited in PubChem by several laboratories.
